Diaph act CS: activates diaphorase or chemically reduces, flagging diaphorase assay artifacts; activation factor at 20 µM; actives 0.005% (n = 190,000); Diaphorase/resazurin coupled assay, resorufin fluorescence, 16 min; hits give high values; 1 = vehicle wells, 0 = NADH-free wells; AID 1229;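 active = diaphorase activity raised at least twofold by the compound at 20 µM; inactive = activation factor below 2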
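Assay system: Purified diaphorase enzyme from Clostridium kluyveri | Amount: Enzyme 0.07 U/mL final | Dosing: Compound 20 µM once, DMSO 1% | Timing: 16 min reaction at room temperature | Detection: Fluorescence, excitation 544 nm and emission 590 nm | Evaluation: Higher resorufin formation from activation or reduction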
STAT1 act: increases IFN-gamma driven STAT1 reporter signal. AID 932. activation (% of control), % at 5.5 µM. actives 2.6% (n = 200,000). NIH 3T3 STAT1-luciferase reporter, luminescence; 100% = IFN-gamma alone, no compound;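 active = activation above the screen-wide mean activation plus 3 SD, cut at about 130% in these data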;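 also: raw ratio to IFN-gamma control signal so 100% means no change and 0% no light; values of inactives mirror those of a sister screen read the other way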
FLuc inhib CS: counter-screen for luciferase assay inhibitors: firefly luciferase inhibition; P08659; ATPLite firefly luciferase biochemical luminescence, 10 min; inhibition, % at 10 µM; actives 1.5% (n = 200,000); AID 1006;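 active = inhibition above about 50% when tested at 10 µM, limit read from the data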
Target sequence (P08659 whole entry, looked up): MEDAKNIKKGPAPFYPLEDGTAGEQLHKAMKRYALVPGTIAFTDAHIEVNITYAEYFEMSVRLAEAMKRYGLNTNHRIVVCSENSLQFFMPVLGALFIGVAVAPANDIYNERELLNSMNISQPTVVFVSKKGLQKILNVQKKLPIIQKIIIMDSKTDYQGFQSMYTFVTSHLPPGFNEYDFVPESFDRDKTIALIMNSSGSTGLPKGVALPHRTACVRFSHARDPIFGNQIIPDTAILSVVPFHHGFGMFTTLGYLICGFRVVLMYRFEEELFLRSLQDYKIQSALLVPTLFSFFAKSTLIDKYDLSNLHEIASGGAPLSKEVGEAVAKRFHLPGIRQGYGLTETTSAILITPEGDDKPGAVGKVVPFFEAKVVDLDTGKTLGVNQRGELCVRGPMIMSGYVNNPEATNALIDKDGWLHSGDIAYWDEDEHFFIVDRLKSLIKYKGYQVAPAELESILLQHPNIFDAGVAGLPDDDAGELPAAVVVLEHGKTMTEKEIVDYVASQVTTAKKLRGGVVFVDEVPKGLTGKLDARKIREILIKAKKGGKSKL
APP 5'UTR act: APP 5'UTR luciferase reporter activation | SH-SY5Y APP 5'UTR luciferase reporter, luminescence; zero percent = DMSO vehicle wells | activation, % at 2 µM | actives 1% (n = 190,000) | AID 1276;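 active = activation above a set limit, based on mean plus 3 SD of controls, cut at about 140% in these data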; also: values of inactives mirror those of a sister screen read the other way
APP 5UTR inh: APP translation inhibition | actives 0.82% (n = 190,000) | SH-SY5Y APP 5'UTR-luciferase reporter, luminescence | inhibition, % at 2 µM;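 active = inhibition above a set limit, derived from the sample mean plus 3 SD, cut at about 45% in these data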; also: values of inactives mirror those of a sister screen read the other way
FLuc act counter: affects firefly luciferase, flagging false hits in luciferase stimulation screens. activation factor at 10 µM. ATPlite luciferase biochemical, luminescence, 10 min; 0 = ATP-free wells, 1 = DMSO control. AID 1027. P08659. 200,000 tested, under 10 active;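 active = luciferase activation factor, scaled between plate controls, of at least 2 with compound at 10 µM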
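Assay system: Luciferase/luciferin detection reagent, cell-free biochemical luciferase assay / Read-out: luciferase activation / Benchmarks: No-ATP low control, compound-free enzyme-plus-ATP high control / Medium: PBS buffer for ATP / Detection: luminescence measurement of luciferase light output / Schedule: 10 min at ambient temperature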
TLR4-MyD88 BLA: blocks binding of human TLR4 to MyD88 | HeLa CL3-4 TLR4/MyD88 BLA complementation, FRET ratio | inhibition, % at 8.4 µM | actives 0.18% (n = 200,000); in the data active = inhibition above about 25%;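 also: 0% = vehicle and 100% = reference inhibitor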
G6PDH CS: counter-screen for G6PDH assay hits: L. mesenteroides G6PDH inhibition. Purified L. mesenteroides G6PDH, diaphorase/resazurin coupled fluorescence, 45 min. inhibition, % at 5 µM. actives 0.12% (n = 200,000); in the data active = inhibition above about 50%
NF-kB expr up: NF-kB expression increase, human neuronal cells. NF-kB reporter expression; hits give high values. fold change at 12.5 µM. actives 1.6% (n = 190,000); in the data active = fold change above about 3.3
Diaph inh CS: diaphorase inhibition or chemical oxidation counter-screen | diaphorase resazurin-to-resorufin fluorescence, NADH, 16 min; bacterial (C. kluyveri) enzyme, not human | inhibition, % at 20 µM | actives 0.69% (n = 190,000) | AID 1217;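 active = primary screen inhibition at 20 µM above a set limit, cut at about 50% in these data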;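 also: plate controls were DMSO with full reaction for no effect and wells lacking NADH for full effect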
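controls = No-NADH positive control and DMSO neutral control | system = Clostridium kluyveri diaphorase enzyme | timing = reaction incubation of 16 min at room temperature | signal = resorufin fluorescence 544/590 nm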
Starred values were filed as active, the others as inactive; . = not tested or not shown; & = joins results of further samples.

#	SMILES	Diaph act CS	STAT1 act	FLuc inhib CS	APP 5'UTR act	APP 5UTR inh	FLuc act counter	TLR4-MyD88 BLA	G6PDH CS	NF-kB expr up	Diaph inh CS
1	Clc1ccc(-c2nnc(-c3ccc(Br)o3)o2)c(Cl)c1	0.8	139*	29	43	-43	0.7	-6	-5	3.1	17
2	CN1CCN(C(=O)c2ccccc2-c2nc(-c3ccccc3)no2)CC1	0.9	105	1	19	-19	1	-6	6	1.5	8
3	CCC(C)(C)NC(=O)C(c1ccccc1F)N(Cc1ccco1)C(=O)Cn1nnc2ccccc21 (stereo unspecified)	0.9	103	-8	16	-16	1.1	6	8	0.9	14
4	Cc1ccc(C(C2=C(O)CC(C)(C)CC2=O)C2C(=O)CC(C)(C)CC2=O)o1 (stereo unspecified)	0.8	102	-10	1	-1	1.1	6	5	0.95	15
5	CCOC(=O)c1ccc(NC(=O)CSc2nc(C)nc3c2c(=O)n(C)c(=O)n3C)cc1	0.7	106	-9	.	.	1.1	-4	-6	0.86	30
6	COc1ccc(NS(=O)(=O)c2ccc(OC)c(NC(=O)CCC3CCCCC3)c2)cc1	0.9	102	1	0	0	1	-4	-2	0.91	12
7	COC(=O)c1ccc(NC(=S)NCCCN2CCCC2=O)cc1	0.8	104	-4	9	-9	1	15	-3	.	16
8	Cc1ccccc1OCC(=O)N1N=C(c2cccnc2)CC1(O)C(F)(F)F (stereo unspecified)	0.8	100	-5	-15	15	1	-1	-12	1	17
9	Cc1ccc(-n2c(SCC(=O)NCc3ccco3)nc3c(sc4ccccc43)c2=O)cc1	0.7	100	-6	-16	16	1.1	5	-3	1.4	33
10	CN1CCN(CCCNC(=O)Cn2ncc3c4ccccc4n(C)c3c2=O)CC1	1	101	-3	2	-2	1	-8	-1	0.98	4
11	Cc1ncn(-c2ccc(C(=O)Oc3ccccc3)cn2)n1	0.9	102	2	0	0	1	5	2	1.3	8
12	COc1ccc(CCC(=O)Nc2nc3c(s2)CN(C)CC3)cc1OC	1.1	96	-7	5	-5	1.1	7	1	0.87	-9
13	O=C(Nc1ccc(F)c(F)c1)c1ccccc1-c1ccccc1	1	100	0	34	-34	1	11	-3	1	-2
14	O=C(O)CCc1ccc(-c2cccs2)n1NC(=O)c1cccs1	0.8	101	-4	21	-20	1	0	4	1.1	22
15	CC(C)(C)OC(=O)N1CCN(c2ccc(CNC(=O)c3ccc(Cl)cc3)cc2)CC1	0.9	92	-3	-9	9	1	-9	2	1	11
16	O=C(c1ccc2c(c1)OCO2)N1CCOCC1	1	105	-6	7	-7	1.1	-14	3	1.6	2
17	CC(=O)Nc1ccc2nc(-c3cccnc3)[nH]c2c1	0.8	98	14	-2	2	0.9	-11	6	1.1	20
18	COc1ccc(/C=C2\CC/C(=C\c3ccc(OC)cc3OC)C2=O)c(OC)c1	0.8	95	-1	3	-3	1	32*	4	1.4	24
19	CCc1ccccc1NCC(=O)Nc1ccccc1C(=O)OC	0.9	100	-4	3	-3	1	0	-16	1.1	9
20	CSc1nsc(SCC(=O)Nc2nc3ccc(C)cc3s2)n1	1	100	-3	-9	9	1	7	-12	1.3	4
21	Cc1nc(/N=C(\N)NC(=O)N2c3ccccc3Sc3ccccc32)nc2ccccc12	0.7	106	-7	-8	8	1.1	8	12	1.1	26
22	CC(=O)c1ccc(NC(=O)CC2Nc3cccc4cccc(c34)NC2=O)cc1 (stereo unspecified)	0.2	93	-1	-3	3	1	-3	20	0.91	84*
23	CCCOc1ccc(-c2nc(C#N)c(NCCCn3ccnc3)o2)cc1	1.1	94	-4	5	-4	1	1	-1	1	-6
24	Cc1cc(C(=O)CN2C(=O)NC3(CCCCC3C)C2=O)c(C)n1Cc1cccs1 (stereo unspecified)	0.7	155*	12	77	-77	0.9	-18	10	1.4	30
25	S=C(NCCc1ccccc1)Nc1cnc2ccccc2c1	0.8	125	-4	-1	2	1	1	-1	1.8	24
26	Cn1cccc1C(=O)C(=O)Nc1ccc(F)c(F)c1	0.9	154*	29	139*	-139	0.7	3	3	5.2*	8
27	CCN(CC)CCNC(=O)C(=O)NCC1OCCN1C(=O)c1ccc2c(c1)OCO2 (stereo unspecified)	1	92	-8	4	-4	1.1	-1	6	1.4	-4
28	COC(=O)/C(=C\Nc1ccccc1)NC(=O)c1ccc(Cl)cc1Cl	0.8	105	-2	-9	9	1	15	6	0.99	17
29	CCC1(C)Cc2ccccc2-c2nc(NCCO)n(-c3ccc(C)cc3)c(=O)c21 (stereo unspecified)	0.7	109	-6	15	-15	1.1	1	5	0.7	28
30	O=C(Nc1ccc2c(c1)Cc1ccccc1-2)c1ccncc1	0.9	121	-2	48	-48	1	2	-8	1.9	8

The closing five records of the section before come first, to join the parts:
#	SMILES	Diaph act CS	STAT1 act	FLuc inhib CS	APP 5'UTR act	APP 5UTR inh	FLuc act counter	TLR4-MyD88 BLA	G6PDH CS	NF-kB expr up	Diaph inh CS
26	Cn1cccc1C(=O)C(=O)Nc1ccc(F)c(F)c1	0.9	154*	29	139*	-139	0.7	3	3	5.2*	8
27	CCN(CC)CCNC(=O)C(=O)NCC1OCCN1C(=O)c1ccc2c(c1)OCO2 (stereo unspecified)	1	92	-8	4	-4	1.1	-1	6	1.4	-4
28	COC(=O)/C(=C\Nc1ccccc1)NC(=O)c1ccc(Cl)cc1Cl	0.8	105	-2	-9	9	1	15	6	0.99	17
29	CCC1(C)Cc2ccccc2-c2nc(NCCO)n(-c3ccc(C)cc3)c(=O)c21 (stereo unspecified)	0.7	109	-6	15	-15	1.1	1	5	0.7	28
30	O=C(Nc1ccc2c(c1)Cc1ccccc1-2)c1ccncc1	0.9	121	-2	48	-48	1	2	-8	1.9	8
31	CCN(CC)C(=O)Oc1c(Cl)cc(Cl)c2cccnc12	1	89	-5	2	-2	1	-6	4	1.1	5
32	CCCCC[C@H](O)/C=C/[C@@H]1[C@@H](CCCCCCC(=O)O)[C@@H](O)C[C@H]1O	1	102	-4	14	-14	1	0	10	1.3	3
33	COc1cc(OC)cc(C(=O)NCCSC2CCCCC2)c1	0.9	88	-4	-4	4	1	-1	10	1.1	9
34	CN1CCN(CCC(=O)Nc2ccc(OCc3ccccc3)cc2)CC1	0.9	113	-6	1	-1	1.1	8	9	1.1	11
35	Fc1cc(Br)ccc1Nc1nc2ccccc2n2nnnc12	0.9	106	-3	33	-33	1	9	2	1.4	12
36	CCN1C/C(=C\c2cccc([N+](=O)[O-])c2)C(=O)/C(=C/c2cccc([N+](=O)[O-])c2)C1	1	101	-6	-96	96*	1.1	-1	4	1	2
37	CCN(CC)c1ccc(C2C(C(=O)OCCOC)=C(C)NC3=C2C(=O)CC(C)(C)C3)cc1 (stereo unspecified)	0.9	102	-1	0	0	1	-7	5	1	15
38	CN(C)S(=O)(=O)c1cccc(C(=O)Nc2ccc(Cl)cn2)c1	0.9	110	11	30	-30	0.9	9	0	2.3	8
39	COC(=O)Cc1csc(N)n1	0.8&0.9	98&106	-6&-1	0&-9	0&9	1.1&1	-1&-11	-12&-11	1.1&0.96	25&10
40	CCC(=O)NC1CCN(C(=S)NC)CC1	1	97	-4	-6	6	1	-5	-3	1.4	2
41	CC(C)=CCC/C(C)=C/CCC(C)NCCN1CCNCC1 (stereo unspecified)	1.1	103	-5	6	-6	1.1	14	3	1	-9
42	CN(C)C(=O)C[n+]1cccc(/C=N/O)c1	1	89	-3	3	-3	1	-8	6	1.4	-1
43	Cc1occc1-c1nnc(SCC(=O)Nc2ccccc2)n1Cc1ccccc1	0.9	95	-4	2	-2	1	0	9	0.8	14
44	COc1cccc(C2C(C#N)=C(N)Oc3cc(C)oc(=O)c32)c1OC (stereo unspecified)	0.9	96	-7	11	-11	1.1	10	3	0.99	9
45	CCn1ccnc1CNCc1ccc(OCC(O)CN(C)Cc2ccccc2)cc1 (stereo unspecified)	1.2	104	-4	15	-15	1	-13	2	1	-23
46	CCCCC(=O)NC(=S)Nc1ccc(NC(=O)C(C)C)c(OC)c1	0.9	99	-3	-20	20	1	6	1	0.98	9
47	O=C(Nc1ccc2c(c1)nc1n2CCN(Cc2ccccc2)C1)c1cccs1	0.9	108	0	-4	4	1	-5	4	0.73	9
48	CCCN1C(=O)S/C(=C\c2ccc(N3CCOCC3)cc2C)C1=O	0.9	119	16	14	-14	0.8	-10	7	0.95	10
49	CC1Cc2nc(SCC(=O)Nc3nccs3)n(C)c(=O)c2S1 (stereo unspecified)	0.7	91	-2	-8	8	1	-17	-9	0.98	31
50	OC1(c2ccccc2)CN(c2ccccc2)C2=[N+]1CCS2 (stereo unspecified)	0.9	97	-4	16	-16	1	10	1	1	9
51	COc1ccc(N2CCN(C(=O)CSc3ccccc3N)CC2)cc1	0.8	112	-8	-9	9	1.1	-5	-9	0.92	16
52	COc1ccc(N/C=C2/Sc3ccccc3NC2=O)cc1	0.7	166*	23	104	-104	0.8	-8	7	1.8	26
53	CC12CCC(c3c(C(=O)O)nn(-c4ccc(F)cc4)c31)C2(C)C (stereo unspecified)	0.8	100	-2	3	-3	1	-11	8	1.1	15
54	Cc1ccc(NCc2nnc(SCC(=O)N3CCCc4ccccc43)o2)c(C)c1	0.8	101	-8	-6	6	1.1	16	8	0.98	17
